Bioassay records from PubChem BioAssay.
NCI-60 one-dose screen, 48 h, at 10 µM unless noted. Numbers give growth in % (100 = growth as untreated, 0 = no growth, -100 = all killed).
BT-549: BT-549 breast cancer; hit rate 4.4% among 78,000; AID 1794793
MDA-MB-231: MDA-MB-231 breast cancer. hit rate 5% among 81,000
MCF7: MCF7 breast cancer; hit rate 6.3% among 82,000
SK-MEL-28: SK-MEL-28 melanoma | hit rate 4.1% among 81,000 | AID 1794761
HS 578T: HS 578T breast cancer; hit rate 4.1% among 78,000; AID 1794788
LOX IMVI: LOX IMVI melanoma; hit rate 7.4% among 79,000
T-47D: T-47D breast cancer; AID 1794792; hit rate 5% among 79,000
MDA-MB-468: MDA-MB-468 breast cancer; hit rate 8.5% among 78,000; AID 2202374
An asterisk follows results filed as active; · = not tested or not shown; & = joins results of further samples. How the source made its calls: active means growth percent below 10; inactive means the rest.

SMILES	BT-549	MDA-MB-231	MCF7	SK-MEL-28	HS 578T	LOX IMVI	T-47D	MDA-MB-468
CN(C)c1ccc(/C=N/NC(=O)Cn2nc(-c3ccccc3)ccc2=O)cc1	102	99	75	122	87	95	101	104
CC1=C(C(=O)/C=C/c2ccc(Cl)cc2)C(c2ccccc2)NC(=S)N1 (stereo not drawn)	98	100	84	104	112	93	87	102
O=C(O)C1=CCCc2ccc(F)cc21	·	115	101	114	103	·	111	102
CN1CCN(CCCOc2ccc3nc(Nc4ccc(F)c(F)c4)ccc3c2)CC1	80	-32*	12	-67*	34	-90*	15	9.5*
COc1cc(C)cc(-c2c(-c3cc(N4CC(O)C4)nc(-c4cccnc4)n3)cnn2C)c1	90	55	88	93	80	53	63	80
COc1ccc2[nH]cc(/C=C(\C#N)C(=O)N3c4ccccc4Sc4ccc(SC)cc43)c2c1	98	80	75	97	80	·	43	68
CCC(C)C(C)(O)CC (stereo not drawn)	110	101	104	109	106	100	90	115
CCCCN(CCCC)C(=O)C(C)OC(C)=O (stereo not drawn)	·	107	100	106	111	108	111	110
Cc1ccc2nc(Cl)c(Cn3nnc(SCc4ccccc4)n3)cc2c1	97	94	90	103	91	92	93	94
O=C(CN1C(=O)c2ccccc2C1=O)c1ccccc1	120	106	141	109	119	98	95	124
Cc1[nH]c(-c2nc3ccccc3[nH]2)c(C)c1C(=O)N1CCOCC1	99	84	93	105	90	97	99	92
O=C(NNC(=S)NC1CCCCC1)c1ccc(OCc2nc3ccc(Cl)cc3[nH]2)cc1	39	84	18	75	77	62	28	35
O=[N+]([O-])c1cccc(/C=N/n2c(N=Nc3c(O)[nH]c4ccccc34)n[nH]c2=S)c1	98	92	91	100	107	98	95	89
O=C(Nc1ccc([N+](=O)[O-])cc1)c1ccc(Cl)c(Cl)c1	81	81	58	101	98	70	37	34
CC(=O)N1N=C(c2ccc3ccccc3c2O)OC1c1ccc(Cl)cc1 (stereo not drawn)	99	101	99	106	106	89	90	99
CCOC(=O)Oc1ccc(-c2noc(=O)[nH]2)cc1	101	105	96	104	99	96	104	105
COc1cc2c(cc1OC)[N+]([O-])=C(c1ccccc1)C2=O	101	87	83	105	98	100	94	97
Cc1[nH]cnc1/C=C1\SC(N2CCCCC2)=NC1=O	105	97	108	119	120	98	104	101
COc1ccc(NC(=O)c2sc3ncc(Cl)cc3c2N)cc1	87	114	97	102	·	100	85	104
COc1cccc(-c2nn(-c3ccccc3)cc2-c2ccnc(NCCN)c2)c1	108	64	83	·	87	86	52	84
CCCc1ccc(-c2ccc(=O)n(-c3ccc(S(N)(=O)=O)cc3)n2)cc1	82	82	101	99	115	108	99	117
COc1ccc2c(c1)/C(=C\c1sc(Nc3ccc(O)cc3)nc1O)C(C(=O)O)=N2	105	101	96	103	116	100	104	·
COC(=O)c1c(NC(=O)c2cc(C)oc2C)sc(C)c1C	94	86	78	101	86	91	73	99
CCCN(CCC)c1ccc(/C=C/c2ccnc3ccccc23)cc1	93	91	95	96	97	90	71	55

4 entries from above, with each value named:
SMILES: CCCc1ccc(-c2ccc(=O)n(-c3ccc(S(N)(=O)=O)cc3)n2)cc1
- BT-549: 82
- MDA-MB-231: 82
- MCF7: 101
- SK-MEL-28: 99
- HS 578T: 115
- LOX IMVI: 108
- T-47D: 99
- MDA-MB-468: 117
SMILES: COc1ccc2c(c1)/C(=C\c1sc(Nc3ccc(O)cc3)nc1O)C(C(=O)O)=N2
- BT-549: 105
- MDA-MB-231: 101
- MCF7: 96
- SK-MEL-28: 103
- HS 578T: 116
- LOX IMVI: 100
- T-47D: 104
- MDA-MB-468: ·
SMILES: COC(=O)c1c(NC(=O)c2cc(C)oc2C)sc(C)c1C
- BT-549: 94
- MDA-MB-231: 86
- MCF7: 78
- SK-MEL-28: 101
- HS 578T: 86
- LOX IMVI: 91
- T-47D: 73
- MDA-MB-468: 99
SMILES: CCCN(CCC)c1ccc(/C=C/c2ccnc3ccccc23)cc1
- BT-549: 93
- MDA-MB-231: 91
- MCF7: 95
- SK-MEL-28: 96
- HS 578T: 97
- LOX IMVI: 90
- T-47D: 71
- MDA-MB-468: 55

Continuation:
SMILES	BT-549	MDA-MB-231	MCF7	SK-MEL-28	HS 578T	LOX IMVI	T-47D	MDA-MB-468
COc1ccc(C(OC(C)=O)OC(C)=O)cc1OC(C)=O	114	111	105	114	·	100	97	114
NS(=O)(=O)c1ccc(N2N=C(c3ccc(NC(=O)Nc4ccccc4)cc3)CC2c2ccc(Br)cc2)cc1 (stereo not drawn)	-81*	-95*	-79*	-98*	-24*	-100*	-74*	-95*
Cc1cc(O)c(C(C)C)cc1N=Cc1ccc(C(C)C)cc1	108	113	100	122	103	97	86	94
CC(=O)Nc1nc(-c2ccc(NS(=O)(=O)c3cccc4c(N(C)C)cccc34)cc2)cs1	80	78	72	92	83	86	62	58
COc1cccc(-c2cn3nc(-c4cn(C)c5ccccc45)sc3n2)c1	102	86	79	95	86	98	90	103
C=C(C)[C@@H]1CC[C@]2(C(=O)NCC#CCN3CCN(C)CC3)CC[C@]3(C)[C@H](CC[C@@H]4[C@@]5(C)Cc6c([nH]c7ccccc67)C(C)(C)[C@@H]5CC[C@]43C)[C@@H]12	88	83	31	90	86	92	58	77
COc1ccc2c(C3(c4c[nH]c5cc(OC)ccc45)C(=O)Nc4ccccc43)c[nH]c2c1	98	97	91	118	106	99	81	106
O=c1[nH]c(=O)c2[nH]cnc2[nH]1	·	106	·	113	·	109	107	106
CC(C)OC(=O)Nc1ccc(-c2nc(-c3cccc(O)c3)c(-c3ccnc(Br)c3)[nH]2)cc1	82	61	19	66	48	55	41	30
Cc1noc(N)c1C(=O)Nc1ccc(Cl)cc1	101	119	98	109	110	108	100	118
O=C(Nc1ncnc2nc[nH]c12)c1cccnc1	105	108	99	106	96	104	95	96
C#CCOc1cccc(Nc2ncnc3c2ncn3C2CCN(C(=O)CCl)C2)c1 (stereo not drawn)	-62*	-61*	-51*	-44*	14	-86*	-45*	-66*
Nc1cc(Nc2ccccc2)nc(N)n1	95	94	96	109	106	109	105	83
CC1(C)C(O)NC(Cl)=C(C#N)C1(C#N)C#N (stereo not drawn)	104	111	107	108	114	109	106	·
Cc1ccc2c(ccc3c[n+]4c5ccccc5ccc4n32)c1	-2.5*	20	0.3*	-28*	14	23	-25*	-56*
COc1ccc2c(c1)N(CCO)C1=C(C(=O)OC1)C2c1ccccc1 (stereo not drawn)	47	63	25	54	-5.2*	43	38	-14*
C=CCC(C(=O)OCCN(CC)CC)(c1ccccc1)c1ccccc1	90	81	96	96	90	94	72	73
C[C@@H]1N=C(c2ccc(Cl)cc2Cl)Nc2nc3ccccn3c2C1=O	56	65	17	61	52	51	64	54
Cc1ccc2nc(-c3ccc(C(=O)N/N=C\c4ccc(F)cc4)cc3)[nH]c2c1	113	96	88	108	95	98	99	115
O=C(OCC(COC(=O)c1ccccc1)(COC(=O)c1ccccc1)[N+](=O)[O-])c1ccccc1	108	·	95	106	112	90	114	112
CC(C)(C)n1cc(-c2ccnc(NCCNS(=O)(=O)c3ccc(C(F)(F)F)cc3)c2)c(-c2cccc(O)c2)n1	·	46	17	51	47	26	32	37
O=C1CCC(Nc2ccc(Cl)cc2Cl)N1c1ccccc1 (stereo not drawn)	106	103	104	109	109	98	99	104
Nc1cc(Nc2ccc(S(N)(=O)=O)cc2)ncn1	100	85	117	124	103	100	106	103
CC1(C)Cc2cc3ccccc3nc2-c2ccccc21	114	120	109	112	116	109	119	107

Molecules listed so far that contain a thiophene ring, fused or not:
SMILES	BT-549	MDA-MB-231	MCF7	SK-MEL-28	HS 578T	LOX IMVI	T-47D	MDA-MB-468
COc1ccc(NC(=O)c2sc3ncc(Cl)cc3c2N)cc1	87	114	97	102	·	100	85	104
COC(=O)c1c(NC(=O)c2cc(C)oc2C)sc(C)c1C	94	86	78	101	86	91	73	99

Continuation.
SMILES	BT-549	MDA-MB-231	MCF7	SK-MEL-28	HS 578T	LOX IMVI	T-47D	MDA-MB-468
O=c1[nH]c2ccccc2cc1-c1nnc(Cn2c(COc3ccccc3)nc3ccccc32)o1	74	54	50	113	80	63	26	37
CCCC1(c2ccccc2)NC(=O)NC1=O (stereo not drawn)	106	95	99	104	113	105	106	104
Cc1c2c(cn1C)CCc1cn(C)nc1-2	107	113	107	125	·	91	94	·
COc1cc(-c2nc(SCc3ccc(F)cc3)[nH]c(=O)c2C#N)ccc1OCc1ccccc1	119	100	91	101	102	103	94	101
N#Cc1c(/N=C\NNC(=O)c2cccnc2)oc(-c2ccccc2)c1-c1ccccc1	102	94	93	108	98	99	94	·
Cc1ccc2c(c1)C(=O)[C@]1(O)CCN(c3ccc4nc(C)ccc4c3)C1=N2	107	76	85	102	69	80	83	75
CCCCCCCCCCCCCCCCCCOc1cccc(CC(=O)OCC[N+]2(C)CCCC2)c1	113	88	90	97	104	59	89	·
O=C(O)C(/C=C/c1ccco1)=N\Nc1nc(-c2ccc(Cl)cc2)cs1	64	85	72	70	77	47	67	·
Cc1ccc(S(=O)(=O)N2CCN(c3nc(-c4ccccc4)nc4nc(-c5ccccc5)oc34)CC2)cc1	123	97	102	110	106	97	107	120
S=c1nc(-c2ccc(Cl)cc2)cc(-c2ccco2)[nH]1	119	96	101	112	117	102	107	·
O=C(Nc1ccccc1)C1=NCCCCN1	110	117	92	119	103	97	97	102
O=C1OC(=O)c2c(I)c(I)c(I)c(I)c21	112	106	101	102	104	98	94	110
N#Cc1c(-c2ccc(Cl)cc2)n2c(nc1=O)SC(=O)C2	109	101	92	110	95	101	115	97
O=c1nc2s/c(=C\c3ccc(Br)cc3)c(=O)n2c2nc(-c3ccccc3)c(-c3ccccc3)nc12	99	93	103	102	98	94	93	·
Cc1cc(=O)oc2cc(OCCCOc3ccc(/C=C/C(=O)Nc4cccc([N+](=O)[O-])c4)cc3)ccc12	139	103	106	105	106	103	99	129
O=S(Cc1ccccc1)Cc1ccccc1	108	96	94	103	112	98	89	106
Nc1nc2c(C(=O)Nc3ccc(Cl)cc3)c(Nc3ccccc3)nn2c(Nc2ccccc2)c1-c1nc2ccccc2s1	118	84	59	78	80	81	51	41
Cc1[nH]c(/C=C/C(=O)c2ccc(C(F)(F)F)c(F)c2)c(C)c1C(=O)NCC(F)(F)F	79&84	77&87	75&78	87&99	93&88	84	59&64	88&95
CCOC(=O)c1nc(SC)n(C)c1C(=O)OCC	94	110	100	116	109	93	94	96
CCCCCCCCCCCCCCCCCC(=O)NCc1ccc(OC)cc1	108	98	92	114	96	97	105	102
N[C@H](CC/[N+]([O-])=N/O)C(=O)O	109	100	106	106	108	104	107	116
CN(C)CCC/C=N/Nc1ccc(Cl)cc1[N+](=O)[O-]	83	95	101	109	97	107	111	103
CN1CCN(Cc2ccc(NC(=O)c3cnc(F)c(C#Cc4cnc(N)c5ncccc45)c3)cc2C(F)(F)F)CC1	42	-26*	43	·	-10*	1.5*	30	-5.6*
CC1(C(=O)O)NC(C(=O)O)Cc2c1[nH]c1ccccc21 (stereo not drawn)	119	104	98	103	109	101	96	113
CCOC(=O)c1cc2ccccc2[nH]1	92	88	94	98	105	95	86	102
CC(=O)CCC(=O)O	108	114	97	103	115	104	92	102
O=C(Nc1ccccc1)OC(CCl)C(Cl)CCl (stereo not drawn)	108	103	100	103	105	102	93	103
CSc1nn2c(-c3ccco3)ccnc2c1C#N	97	103	95	102	98	95	80	90
COc1ccccc1-n1c(-c2csc(N)n2)n[nH]c1=S	·	98	102	114	124	99	92	129
O/N=C(/CSc1nnc(-c2cc(-c3ccccc3)nc3ccccc23)o1)c1ccccc1	92	112	82	88	87	100	85	91
COc1cc(-c2nnc(-c3cc4cc(OCc5ccccc5)ccc4nc3OC)o2)cc(OC)c1OC	61	86	90	80	67	88	61	94
CC(CC(C#CC(CC(C)CC(C)(C)C)N(C)C)N(C)C)CC(C)(C)C (stereo not drawn)	101	84	104	103	116	98	94	113
FC(F)(F)c1ccc(-c2nc(CSc3nc4ccccc4o3)no2)cc1	102	97	101	113	109	96	95	107
Clc1cc(Cl)c(Cl)c(-c2nc(CN3CCOCC3)cs2)c1	108	72	68	106	94	79	98	·
CCOC(=O)c1cc(Cl)nc2ccccc12	97	106	90	103	92	94	113	92
Cc1nsc(N)n1	94	109	100	115	98	103	·	93
CCOC(=O)c1nnsc1-c1ccc(-c2snnc2C(=O)OCC)cc1	95	98	99	106	117	98	95	105
COc1ccc(CCc2nc3cc(-c4c(C)noc4C)ccc3n2CCN2CCOCC2)cc1	81	82	35	34	50	50	28	9.7*
Nc1c(C(=O)Nc2cccc3cnccc23)sc2nc3c(cc12)C(=O)CCC3	83	83	54	85	84	92	105	48
O=C1CC2CC=CCN2C=C1c1ccncc1 (stereo not drawn)	109	91	105	121	90	98	82	99
CCOC(=O)Nc1ccc(C(=O)/C=C/c2ccccc2)cc1	95	96	0.4*	101	94	71	84	94
CCOC(=O)COc1nc(SCC(=O)Nc2nc3ccc(C)cc3s2)nc(-c2ccccc2)c1C#N	85	85	84	71	71	80	85	105
CCc1n(Cc2ccc3ccccc3c2)cc[n+]1Cc1ccc2ccccc2c1	-2.0*	-19*	2.4*	2.0*	4.4*	1.9*	-10*	-23*
COc1cccc2nc3n(c12)C(c1c(F)cccc1F)SC3 (stereo not drawn)	108	93	104	112	93	93	104	89
O=C1c2cccnc2C(=O)c2c1c(C(=O)N1CCCCC1)c1ccccn21	78	90	68	116	59	64	100	92
